MCF10A rerep – induces DNA re-replication in MCF 10a normal breast cells; 350,000 compounds, 2.9% hits; MCF 10A DNA re-replication, Hoechst nuclear intensity, 48 h; Potency, µM (doses to about 46.1 µM), without a hit: at the highest dose activity, positive = re-replication, most hits filed as activators; AID 624296; note: potency is the fitted concentration of half-maximal effect; % of control where 0% means no effect; nearly all actives have a fitted effect of over 50% in size
S2 tox – reduces viability in counter-screen for ATXN expression inhibitors; S2 cells (HEK-293 line with an ATXN2-luciferase reporter) viability, CellTiter-Fluor protease fluorescence, 24 h; Potency, µM (highest dose often 56.7 µM), actives largely listed as cytotoxic; 400,000 compounds, 0.49% hits; note: potency is the fitted concentration of half-maximal effect; nearly all actives have a fitted effect of over 40% in size
TGFb SMAD3 inh – blocks TGF-b signaling | Potency, µM (titrated, usually from 46.1 µM), for inactives: at the top dose activity, negative = inhibition, usual class: inhibitors | HepG2 CAGA-GFP TGF-b/SMAD3 reporter, GFP fluorescence, 18 h; TGF-beta stimulated, 500 pg/mL final | 410,000 compounds, 1.2% hits; note: potency is the fitted concentration of half-maximal effect; % is set by controls: 0 for no effect and ±100 for the full control effect; nearly all actives have a fitted effect of over 65% in size
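Inhibition of TGF-beta-driven CAGA-GFP reporter expression in HEPG2 cells is measured by cellular GFP fluorescence after 18 h stimulation with 500 pg/mL recombinant TGF-beta in 1% FBS medium at 37 degrees C.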
IL-1B inflam inh – inflammasome signaling inhibition, IL-1 beta readout | 360,000 compounds, 4.7% hits | AID 743279 | THP-1 LPS/ATP IL-1B secretion, AlphaLISA, 16 h; hits give low values | activity change, % at 57.5 µM; in the data active = activity change below about -50%; inconclusive = mostly about -30% to -49%; note: % is set by controls: 0 for no effect and ±100 for the full control effect
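THP-1 cells pretreated 1 hr with compounds (up to 57.5 uM final), then stimulated with LPS (250 ng/mL final) plus ATP (1.25 mM final); secreted IL-1B measured by AlphaLISA after 16 hr, decreased signal indicating inhibition.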
ATXN2 expr inh – reduces ATXN2 reporter expression in HEK-293 cells. Potency, µM (titrated, usually from 57 µM), without a hit: top-dose activity change, negative = inhibition, most hits filed as inhibitors. HEK-293 ATXN2-luciferase reporter, luminescence, 24 h. AID 1745845. 360,000 compounds, 0.72% hits; note: potency is the fitted concentration of half-maximal effect; % is set by controls: 0 for no effect and ±100 for the full control effect; nearly all actives have a fitted effect of over 55% in size
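ATXN2-luciferase reporter cells (luciferase flanked by upstream and downstream ATXN2 gene portions) were treated 24 h at 37 °C with compounds at up to 57 uM. SteadyGlo luminescence gave expression; GF-AFC fluorescence gave viability.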
Nrf2 ARE act – Nrf2 pathway activation. AREc32 ARE-luciferase reporter (MCF7-derived line), luminescence, 24 h. Potency, µM (doses to about 46.1 µM), without a hit: at the top dose activation, most hits filed as activators. 410,000 compounds, 0.31% hits. AID 624171; note: potency is the fitted concentration of half-maximal effect; % of control where 0% means no effect; nearly all actives have a fitted effect of over 65% in size
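Reporter line AREc32 (ARE-Fluc), seeded overnight in OPTI-MEM with 5% FBS; compound pin-transferred, 24 hr at 37 deg C, 5% CO2; luminescent read-out.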
A549 tox – A549 cytotoxicity, counter-screen for Nrf2 inhibitors. A549 ARE-Fluc cells, CellTiter-Fluor viability, 18-24 h. Potency, µM (doses to about 46 µM), for inactives: at the top dose activity change, negative = cytotoxicity, usual class: inhibitors. 390,000 compounds, 0.16% hits. AID 504648; note: potency is the fitted concentration of half-maximal effect; % is set by controls: 0 for no effect and ±100 for the full control effect
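A549 ARE-Fluc cells in 5% FBS OPTI-MEM, 5000 cells/well, rested 2 h then exposed to compounds in concentration-response for 18-24 h at 37 °C. Viability by CellTiter-Fluor fluorescence (Ex 405/Em 525) after 30 min; luciferase luminescence (BugLite, 15 min, RT) read afterwards.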
HepG2 tox – HepG2 cytotoxicity, counter-screen for TGF-b inhibitors | HepG2 CAGA-GFP viability, ATP luminescence, 18 h | Potency, µM (doses to about 46.1 µM), without a hit: at the highest dose activity change, negative = cytotoxicity, actives largely listed as cytotoxic | 410,000 compounds, 0.76% hits; note: potency is the fitted concentration of half-maximal effect; some results filed as inactive show a strong effect at the top dose
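HepG2 CAGA-GFP cells (1000/well, DMEM with 1% FBS) received compound, then TGF-beta at 500 pg/mL final, and were incubated 18 hours at 37 degrees C. Viability was read by CellTiter-Glo luminescence. Media-only wells were set as complete cell-killing and DMSO as no toxicity.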
Nrf2 block – inhibitors of Nrf2 signaling | A549 ARE-Fluc reporter, luciferase luminescence, 18-24 h | Potency, µM (top dose mostly 46 µM), for the others: top-dose activity change, negative = inhibition, most hits filed as inhibitors | 360,000 compounds, 2.1% hits | AID 504444; note: potency is the fitted concentration of half-maximal effect; % is set by controls: 0 for no effect and ±100 for the full control effect; nearly all actives have a fitted effect of over 60% in size
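Cells were seeded and rested 2 h, then exposed to compounds for 18-24 h. CellTiter-Fluor was read first as a viability measure. BugLite was added 15 min before the final luminescent read of ARE-luciferase activity in A549 cells.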
Numbers without * were called inactive; i = inactive; ? = inconclusive; · = no result given; [ ] = remark or other dose. Unless noted, calls come from the whole dose curve; as a rule, active = well fitted curve in the direction sought with a large enough effect; inconclusive = small, poorly fitted or top-dose-only effect, or another doubt; inactive = no such curve, though single readings can be large; an effect the other way counts as inactive or inconclusive. An unsorted share of the library; any-hit rate near 8.8%.

SMILES	MCF10A rerep	S2 tox	TGFb SMAD3 inh	IL-1B inflam inh	ATXN2 expr inh	Nrf2 ARE act	A549 tox	HepG2 tox	Nrf2 block
CCN(C(=O)Cn1c(=O)oc2ccccc21)c1cccc(C(F)(F)F)c1	13%	i	8%	8	-1%	-1.3%	12%	-10%	25%
Cc1ccc(NC(=O)c2oc3ccc4c(c3c2C)C(=O)CC(C)(C)O4)c(C)c1	·	i	?	·	48%[activator]	0.1%	7%	-26%	?
Cc1ccc(-c2nc(C3CCCN(S(=O)(=O)c4ccc(C(C)(C)C)cc4)C3)no2)cc1 (stereo not given)	0%	i	-10%	-1	0%	-1.6%	1%	-25%	16%
C(=N\c1nccs1)/Nc1nccs1	1%	i	0%	6	2%	-0.2%	-17%	-8%	0%
O=C(O)CC1(C(=O)O)CC2C=CC1C2 (stereo not given)	·	i	4%	-6	·	0.5%	·	-1%	·
CC[C@H](C)[C@H]1O[C@]2(CC[C@@H]1C)C[C@@H]1C[C@@H](CC=C(C)[C@@H](O[C@H]3C[C@H](OC)[C@@H](O[C@H]4C[C@H](OC)[C@@H](O)[C@H](C)O4)[C@H](C)O3)[C@@H](C)C=CC=C3CO[C@@H]4[C@H](O)C(C)=C[C@@H](C(=O)O1)[C@]34O)O2	?	3.5µM*	3.2µM*	-29	3.5µM*	4.9%	23µM*	3.5µM*	5.8µM*
Cc1ccc(N(C)S(=O)(=O)c2nnc(NC(=O)C3CCCCC3)s2)cc1	·	·	0%	·	·	-0.8%	2%	7%	?
O=C(Nc1c(C(=O)N2CCN(c3ccccc3)CC2)oc2ccccc12)c1ccc(Br)o1	·	·	-26%	·	·	-1.2%	-16%	1%	?
Cc1cc(C(=O)N[C@H](c2ccccc2)[C@@]2(C)C[C@@H]2[C@@H](C)C(=O)Nc2ccc3ccccc3c2)no1	17%	?	?	-54*	-17%	4.6%	-19%	-14%	?
O=C(NC1CCCCC1)C1c2ccccc2C(=O)N1Cc1ccc2c(c1)OCO2 (stereo not given)	-3%	i	-32%	-13	13%	0.0%	3%	-18%	5%
COc1cc(CN2CCc3ccccc3C2)ccc1O	?	18µM*	4.5µM*	-90*	·	5.3%	-10%	-133%	7.3µM*
C=C1CCN([C@@H](CC(C)C)C(=O)NCc2ccco2)S(=O)(=O)c2ccccc21	10%	i	?	23	-5%	5.6%	0%	-6%	-2%
CCOc1ccc(CCNC(=O)COC(=O)/C=C/c2cccc(OC)c2)cc1OCC	-1%	i	-15%	-3	2%	0.2%	-3%	2%	1%
CC(C)CCNC(=O)CCCOc1ccccc1	-2%	i	4%	10	11%	-0.2%	3%	-12%	·
Cc1ccc(S(=O)(=O)N2CCN(C(=O)COC(=O)c3cc([N+](=O)[O-])ccc3NCCO)CC2)c(C)c1	11%	i	-17%	-8	·	0.2%	?	-20%	?
Cc1c(NC(=O)c2cccc(NC(=O)COc3ccc(C#N)cc3)c2)c(=O)n(-c2ccccc2)n1C	?	i	-2%	-5	13%	0.2%	1%	12%	-15%
COc1ccc(C2C(C(=O)c3ccccc3)N3c4ccccc4C=CC3C2[N+](=O)[O-])cc1 (stereo not given)	4%	?	84%[activator]	-21	5%	11%	-23%	-30%	4%
Cc1cccc(CS(=O)(=O)c2cn(CC(=O)N3CCOCC3)c3ccccc23)c1	10%	i	-5%	0	1%	-0.8%	-5%	-1%	14%
Cc1cc(C)c2c(n1)sc1c(=O)n(-c3cc(Cl)ccc3C)nnc12	·	·	-4%	·	·	4.1%	?	2%	?
Cc1cccc(COC[C@H](Cc2ccccc2)N2CCN(C(=O)c3cccc(C)c3)CCC2=O)c1	·	25µM*	·	-13	-27%	-0.9%	·	·	·
CCCC(=O)Nc1cc2c(cc1C(C)=O)OCCO2	-3%	i	-1%	14	-10%	4.5%	10%	-45%	4%
COCCCNC(=O)Cn1nnc(-c2ccc(NC(=O)c3ccccc3F)cc2)n1	-4%	i	0%	5	15%	1.7%	-8%	5%	-6%
COc1cccc(OC)c1C(=O)Nc1ccc2c3c(cccc13)CC2	0%	?	2%	11	0%	-0.4%	1%	2%	11%
Cc1ccc(/C=N\NC(=O)Cc2cccn2C)o1	11%	i	4%	?	-19%	3.0%	-2%	7%	-12%
O=C(O)CN1C(=O)/C(=C\c2cn(CC(=O)N3CCOCC3)c3ccccc23)SC1=S	-4%	i	49%[activator]	15	11%	-0.9%	-26%	19%	14%
SMILES	MCF10A rerep	S2 tox	TGFb SMAD3 inh	IL-1B inflam inh	ATXN2 expr inh	Nrf2 ARE act	A549 tox	HepG2 tox	Nrf2 block
Cc1nc2nc(C)n(-c3ccccc3)c2s1	-3%	i	2%	-3	2%	0.3%	-7%	-10%	13%
CC1CCC(CC(=O)O)(C(=O)O)CC1 (stereo not given)	0%	i	0%	14	1%	0.1%	2%	10%	-1%
CN(C)CCN1C(=O)C2C(C(=O)Nc3cc(Cl)cc(Cl)c3)C3C=CC2(O3)C1C(=O)NC1CCCCC1 (stereo not given)	-3%	i	8%	-68*	-12%	0.6%	-14%	6%	5%
COc1cc(C)nc(NCc2ccccc2)n1	-2%	i	1%	18	?	2.8%	-2%	-28%	17%
COc1ccc(C)cc1NC(=O)c1ccc(OC(F)F)cc1	-1%	i	0%	-7	6%	3.1%	13%	-1%	9%
COc1ccc(NC(=O)Nc2nc(C(N)C3CCCCC3)cs2)cc1 (stereo not given)	·	?	?	?	?	4.7%	·	-88%	·
Cc1ccc2nc(SCC(=O)NCc3ccc(S(N)(=O)=O)cc3)[nH]c2c1	8%	i	7%	14	·	-0.3%	-2%	4%	2%
O=C(CSc1nnc(SCC(=O)NCc2ccc3c(c2)OCO3)s1)NCc1ccc2c(c1)OCO2	2%	i	18%	14	-2%	-0.9%	-1%	-2%	14%
CCOc1ccc(NC(=O)CSc2nnc(CNC(=O)c3c(F)cccc3Cl)o2)cc1	·	·	?	·	·	1.0%	2%	-17%	14%
Cc1cc(Br)c(NC(=O)Cn2c([N+](=O)[O-])cnc2C)cc1C	-1%	i	0%	-10	-4%	-0.2%	6%	-3%	13%
C=CCn1c(C)c(C(C)=O)c(N2CCOCC2)nc1=S	0%	i	-6%	18	-20%	-1.0%	-1%	-2%	·
Cc1nc(N2CCCCC2)c2ccsc2n1	1%	·	0%	24	·	-0.1%	-7%	12%	?
Cc1cc(C)nc(N2CCCC(C(=O)NCC(c3ccccc3)c3ccccc3)C2)n1 (stereo not given)	?	i	0%	58	-6%	-0.4%	-11%	-16%	-4%
CCOc1ccc(CCNC(=O)C2CCN(Cc3nc(-c4ccc(OC)c(OC)c4)oc3C)CC2)cc1OCC	·	i	7%	·	9%	-0.7%	-8%	-21%	20%
CCC1(C)Cc2ccccc2-c2nc(SCC(N)=O)[nH]c(=O)c21 (stereo not given)	5%	i	-3%	0	-14%	-0.1%	0%	-3%	6%
CC(C)C[C@@H](CN1CCCC1CN1C(=S)NC[C@@H]1Cc1ccccc1)N1C[C@H](Cc2ccccc2)N(CC2CCCCCC2)C1=S (stereo not given in full)	·	?	·	42	-24%	-0.4%	·	·	·
CCOC(=O)c1ccc(N=C2SC(C(=O)Nc3ccc(C(=O)O)cc3)CC(=O)N2Cc2cccs2)cc1 (stereo not given)	7%	i	?	-17	-25%	2.6%	-6%	-47%	-12%
Cc1nc2ccccc2nc1CN1CCN(Cc2ccc(F)c(F)c2)C(CCO)C1 (stereo not given)	?	?	11%	13	-23%	2.7%	7%	2%	0%
O=C(COC(=O)CSc1ccc([N+](=O)[O-])cc1)NCCCc1ccccc1	0%	i	-7%	6	-12%	-0.6%	1%	9%	?
CC(Oc1ccc(F)cc1)C(=O)Nc1cccc(S(=O)(=O)N(C)c2ccccc2)c1 (stereo not given)	·	?	?	9	·	2.7%	·	-4%	·
COc1ccc(CC(=O)NCCc2sc(-c3ccc(Cl)cc3)nc2C)cc1OC	·	?	7.9µM*	·	-16%	5.2%	-5%	-21%	·
CCOC(=O)COc1ccccc1C1Nc2ccccc2C(=O)N1c1cccc(Cl)c1 (stereo not given)	10%	i	4%	-1	121%[activator]	6.9%	-14%	-23%	-29%
COc1ccccc1N1CCN(C(=O)CCc2nnc3ccc(N4CCCC4)nn23)CC1	-3%	i	3%	-18	8%	-0.4%	-2%	2%	-16%
N/C(=N\S(=O)(=O)c1ccc(Cl)cc1)N1CCOCC1	-7%	i	7%	·	-1%	-0.5%	-1%	29%	0%
CC(C)c1ccc(N2C(=O)[C@@H]3Cc4ccccc4CN3C2=O)cc1	2%	i	-12%	-14	2%	0.3%	11%	-62%	4%
Cc1ccc(S(=O)(=O)Nc2cccc(C(=O)N3CCOCC3)c2)c(C)c1NS(C)(=O)=O	1%	i	-1%	26	0%	-1.1%	-1%	3%	6%
O=C(NCc1ccco1)c1ccccc1	0%	i	-15%	-7	-14%	0.3%	0%	-31%	5%

One compound at a time, as listed above.
`Cc1nc2nc(C)n(-c3ccccc3)c2s1` across the screens: MCF10A rerep: -3%; S2 tox: i; TGFb SMAD3 inh: 2%; IL-1B inflam inh: -3; ATXN2 expr inh: 2%; Nrf2 ARE act: 0.3%; A549 tox: -7%; HepG2 tox: -10%; Nrf2 block: 13%
`CC(C)c1ccc(N2C(=O)[C@@H]3Cc4ccccc4CN3C2=O)cc1` across the screens: MCF10A rerep: 2%; S2 tox: i; TGFb SMAD3 inh: -12%; IL-1B inflam inh: -14; ATXN2 expr inh: 2%; Nrf2 ARE act: 0.3%; A549 tox: 11%; HepG2 tox: -62%; Nrf2 block: 4%
`Cc1nc(N2CCCCC2)c2ccsc2n1` across the screens: MCF10A rerep: 1%; S2 tox: ·; TGFb SMAD3 inh: 0%; IL-1B inflam inh: 24; ATXN2 expr inh: ·; Nrf2 ARE act: -0.1%; A549 tox: -7%; HepG2 tox: 12%; Nrf2 block: ?

Screening results (PubChem BioAssay)
